DDE Tn6 FP inh – DD(E)-Tn6 binding inhibition, primary FP screen; actives 0.21% (n = 370,000); inhibition, % at 8.3 µM; Fibrin DD(E) TRITC-Tn6 fluorescence polarization displacement; P02675;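 active = inhibition above a per-campaign cutoff: mean of compounds within control limits plus 3 SD, cut at about 15% in these data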;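 also: 0% = median of all compound wells on the plate and 100% = blocking peptide control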
UHRF1 MBD2 ctr – human UHRF1 methylated DNA binding inhibitors | Q96T88 | UHRF1 binding to methylated oligo, TR-FRET | inhibition, % at 4.4 µM | actives 0.75% (n = 370,000) | AID 687016; in the data active = inhibition above about 21%;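 also: UHRF1 SRA domain binding a hemimethylated CpG hairpin DNA probe; 0% = median of test compound wells and 100% = reference inhibitor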
ASAP1 inh – inhibitors of human ASAP1 ArfGAP activity | actives 0.19% (n = 360,000) | inhibition, % at 16.5 µM | ASAP1-stimulated ARF1 GTP hydrolysis, GDP FP detection | Q9ULH1; in the data active = inhibition above about 25%;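 also: 0% = vehicle with enzyme and substrate and 100% = no enzyme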
Target sequence (Q9ULH1 325-724 limits assumed): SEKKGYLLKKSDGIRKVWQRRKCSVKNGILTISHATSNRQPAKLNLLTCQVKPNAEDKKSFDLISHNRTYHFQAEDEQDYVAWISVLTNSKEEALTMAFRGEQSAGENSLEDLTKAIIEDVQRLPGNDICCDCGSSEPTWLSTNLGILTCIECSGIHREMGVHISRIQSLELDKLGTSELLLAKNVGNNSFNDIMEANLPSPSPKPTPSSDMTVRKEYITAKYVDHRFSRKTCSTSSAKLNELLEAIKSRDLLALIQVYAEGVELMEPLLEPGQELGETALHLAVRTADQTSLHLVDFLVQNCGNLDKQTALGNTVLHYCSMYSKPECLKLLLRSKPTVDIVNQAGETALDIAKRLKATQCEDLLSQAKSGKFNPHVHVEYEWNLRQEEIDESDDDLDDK
PLCg1 inh – inhibitors of human phospholipase C gamma1; P19174; purified PLC-gamma1, fluorogenic substrate, fluorescence; inhibition, % at 12.2 µM; actives 0.84% (n = 370,000); AID 720700; in the data active = inhibition above about 9.5%
ARFGAP1 inh – inhibitors of rat ARFGAP1; actives 0.26% (n = 360,000); Arfgap1-stimulated ARF1 GTP hydrolysis, GDP FP detection; inhibition, % at 16.5 µM; AID 651572;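 active = inhibition above a per-plate limit, mean inhibition of low control wells plus 3 SD, cut at about 25% in these data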;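 also: 0% = DMSO wells with enzyme and 100% = wells lacking Arfgap1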
Target sequence (Q62848 1-136 limits assumed): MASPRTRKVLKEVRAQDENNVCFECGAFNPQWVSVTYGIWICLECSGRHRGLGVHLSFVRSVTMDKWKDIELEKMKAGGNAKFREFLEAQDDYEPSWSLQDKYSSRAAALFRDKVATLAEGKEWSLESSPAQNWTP
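System: truncated rat Arfgap1 GAP domain / Medium: HEPES-based buffer, pH 7.5 / Also added: N-terminally truncated human ARF1-GTP substrate / Incubation: enzyme reaction 120 min at 25 °C after 20 min preincubation / Measured by: FP of antibody-bound GDP Alexa 633 tracer, ex 620/em 688 nm / Replicates: singlicate, each compound tested once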
KLK7 zymogen act – proKLK7 (human) activation, primary screen; purified proKLK7, EDANS-DABCYL substrate fluorescence; 100% is mature enzyme control, 0% vehicle; activation, % at 7 µM; P49862; actives 0.9% (n = 370,000);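 active = activation above the mean of all tested compounds plus 3 SD, computed per campaign excluding outliers beyond control limits, cut at about 13% in these data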
MBD2 inh – MBD2-methylated oligo binding inhibition | TR-FRET, MBD2 binding to methylated oligonucleotide | Q9UBB5 | actives 0.31% (n = 370,000) | AID 686964 | inhibition, % at 4.4 µM; in the data active = inhibition above about 13%
Target sequence (Q9UBB5 whole entry, looked up): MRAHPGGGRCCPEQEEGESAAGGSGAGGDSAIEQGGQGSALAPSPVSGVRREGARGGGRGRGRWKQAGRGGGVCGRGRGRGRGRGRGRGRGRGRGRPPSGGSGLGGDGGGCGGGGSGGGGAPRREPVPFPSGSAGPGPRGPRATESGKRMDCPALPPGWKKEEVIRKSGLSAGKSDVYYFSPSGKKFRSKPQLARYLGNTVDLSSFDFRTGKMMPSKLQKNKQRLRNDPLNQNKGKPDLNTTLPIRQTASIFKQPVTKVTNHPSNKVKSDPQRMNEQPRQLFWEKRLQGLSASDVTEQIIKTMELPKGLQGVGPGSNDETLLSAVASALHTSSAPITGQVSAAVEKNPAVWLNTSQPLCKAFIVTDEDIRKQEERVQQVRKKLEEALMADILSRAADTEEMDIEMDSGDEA
Tn7 DDE FP – disrupts Tn7 cyclic peptide binding to fibrin D-Dimer-E complex; P02675; FP displacement of FITC-Tn7 peptide from fibrin DD(E); 0% = median of compound wells per plate; inhibition, % at 8.3 µM; actives 0.13% (n = 370,000);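 active = inhibition above the mean of compounds falling within the control limits plus 3 SD of them, cut at about 14% in these data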;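 also: 0% = plate median of compound wells and 100% = 10 µM Aha-Tn7 peptide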
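Assay system: Human clot-derived fibrin DD(E) complex | Buffer or medium: Tris/NaCl/CaCl2 buffer, pH 7.8 | Repeats: One replicate per compound | Benchmarks: Aha-Tn7 high control | Measure: % inhibition scaled between sample-field median and high-control FP | Schedule: 10 min plus 3 h, room temperature | Signal: Fluorescence polarization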
ADAM17 inh – ADAM17 inhibition, QFRET primary screen. AID 720648. recombinant ADAM17, EDANS/DABCYL FRET peptide cleavage. inhibition, % at 6.95 µM. actives 0.83% (n = 370,000). P78536;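 active = inhibition above the mean of compounds lying between control limits plus 3 SD, set per campaign, cut at about 8.5% in these data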;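 also: 0% = DMSO-only wells as the low control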
PLCb3 inh – blocks human PLC-beta3 enzyme activity; inhibition, % at 12.2 µM; Purified PLC-beta3, fluorogenic substrate, fluorescence; AID 720704; actives 0.18% (n = 370,000); in the data active = inhibition above about 11%;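 also: 0% = median of compound wells on plate and 100% = full blocker control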
The depositor's hits bear a star; nt = no result given.

SMILES	DDE Tn6 FP inh	UHRF1 MBD2 ctr	ASAP1 inh	PLCg1 inh	ARFGAP1 inh	KLK7 zymogen act	MBD2 inh	Tn7 DDE FP	ADAM17 inh	PLCb3 inh
CCN(CC)CCn1c2ccccc2c2cnc(N=CN(C)C)c(C#N)c21	-1.8	6.1	3.9	-45.2	10.4	5.5	5.8	3.1	-48.9	-59.3
CN(C)S(=O)(=O)c1ccc2oc(SCC(=O)c3c(N)n(C4CC4)c(=O)[nH]c3=O)nc2c1	0.9	0.1	-3.2	-2.0	-14.3	0.0	0.9	-2.0	0.8	-2.0
CN(C)c1nc(NCc2ccccc2)nc(N/N=C/c2ccc(Br)cc2)n1	-1.6	-3.6	4.3	-1.4	2.1	1.0	3.2	-5.4	-2.9	-2.6
Cc1cc(C)nc(NC(=NCCc2c[nH]c3ccccc23)NC(=O)C(C)(C)C)n1	-7.4	1.5	-9.9	4.5	3.2	-0.2	-0.5	-3.8	-0.2	-3.2
COc1ccc(NC(=O)N(C)C[C@@H]2Oc3c(NC(=O)Nc4c(C)noc4C)cccc3C(=O)N([C@@H](C)CO)C[C@@H]2C)cc1	-0.7	2.3	5.4	-2.3	-0.6	0.0	-1.0	-6.0	-3.2	1.6
CN(C)C(CNC(=O)c1ccc(S(=O)(=O)Nc2ccccc2)cc1)c1ccco1 (stereo not given)	1.9	-2.9	0.8	-2.7	-8.9	0.3	0.7	1.9	0.7	-6.1
C=C(C)Cn1c(=O)c2c(nc3n2CCCN3Cc2ccccc2)n(C)c1=O	2.6	3.8	17.5	4.0	2.9	0.0	1.1	7.9	-5.0	-6.7
COc1cc(C(C)=O)ccc1OCC(=O)Nc1cc(C)on1	-1.7	-0.9	3.0	-3.5	-3.7	0.3	1.4	4.8	-2.8	-6.0
COc1cccc(CC(=S)N2CCOCC2)c1	5.2	-0.6	-4.8	-1.2	-6.7	-0.4	-0.7	5.7	2.4	-1.1
CC1(C(=O)NS(=O)(=O)c2ccc3ccccc3c2)CCN1C(=O)C1(c2ccc(Cl)cc2)CCC1 (stereo not given)	3.6	-0.7	4.8	-1.4	-6.7	0.6	-2.9	1.2	4.3	-4.1
Cc1cc(C(F)(F)F)n2nc(-c3cnn(C)c3C(F)(F)F)c(Br)c2n1	5.3	1.3	6.3	1.6	-8.4	0.8	-1.0	-4.1	0.2	-5.3
Cc1nn2c3c(cnc2c1-c1ccc(Cl)cc1)C(=O)CC(c1ccco1)C3 (stereo not given)	-0.4	-2.1	8.6	-3.7	0.7	-0.1	7.7	3.6	-4.2	-7.0
CS(=O)(=O)N(Cc1ccccc1)c1ccc(C(=O)NCC2CCCO2)cc1 (stereo not given)	6.2	-0.3	-2.8	-0.1	0.7	-0.8	-3.0	7.3	-1.9	-0.8
COc1ccccc1N(C(=O)CNC(=O)c1ccco1)C(C(=O)NC1CCCCC1)c1ccncc1 (stereo not given)	0.2	-2.1	-17.0	-2.2	-2.6	0.1	-4.2	7.0	-1.4	-1.5
COc1ccc(NS(=O)(=O)c2ccc(O)c(C(=O)OCC(=O)NC3CCCCC3)c2)cc1	7.0	1.2	5.0	0.1	-22.0	-0.3	1.0	10.8	-2.6	-6.9
O=C(CSc1nnc(NC(=O)c2ccccc2F)s1)Nc1ccccc1F	-3.9	-1.8	-3.4	-2.9	12.8	-0.1	6.5	-3.3	-6.6	-12.8
Nc1c(C(=O)N2CCOCC2)oc2ccccc12	0.4	0.7	1.6	1.7	-1.8	0.7	-2.6	-2.9	-5.0	-5.7
COCCN1Cc2cc(C(=O)OC)c3c(c2C1=O)c1cc(F)ccc1n3C(=O)c1ccccc1	-8.6	-2.5	-1.3	-26.8	-1.7	0.6	-5.3	3.6	-4.9	-34.2
CCOC(=O)c1ccc(N2C(=O)CC(N3CC(C)OC(C)C3)C2=O)cc1 (stereo not given)	4.0	9.7	11.8	3.7	-1.3	0.6	3.5	5.7	-4.1	-0.3
COc1ccc(S(=O)(=O)N(C)CC(=O)NCCN2CCOCC2)cc1Cl	8.1	-1.1	20.2	2.4	-5.2	-0.9	0.9	6.2	-3.2	0.2
CCC(=O)C1CCCN(C(=O)CCc2nnc(-c3ccc4c(c3)OCO4)o2)C1 (stereo not given)	6.4	-1.4	-5.8	-2.1	-6.8	0.5	0.8	0.2	-1.3	2.9
Cc1cc(C)c(C)c(SCC(=O)Nc2oc(C)c3c(C)n[nH]c(=O)c23)c1C	-2.0	0.8	-3.7	-1.4	-5.3	-0.8	0.3	-6.2	-1.4	-8.7
CC1C(=O)CC(c2ccccc2)N(C)C1c1ccccc1 (stereo not given)	0.1	-0.1	3.3	-3.1	-2.0	0.2	0.2	6.2	-0.3	-1.5
CC(C)N(CCNS(=O)(=O)c1ccc(Cl)cc1)C(C)C	4.5	-1.9	-3.9	0.8	-10.4	-0.2	2.9	-2.4	-1.6	0.0
O=C(CCCC1=NS(=O)(=O)c2ccccc2N1)NCCc1ccc(Cl)cc1	2.3	0.6	2.1	1.8	-5.2	0.3	-3.1	4.0	-2.1	-6.7
O=C(CSc1nc2sc3c(c2c(=O)n1-c1ccccc1)CCCC3)NN=Cc1ccc(OCc2ccccc2)cc1	-0.5	-4.2	nt	-0.5	nt	0.0	-3.4	-3.5	1.7	1.2
CS(=O)(=O)c1ccc(-c2nn[nH]n2)cc1	3.6	1.7	-0.2	0.0	-1.9	0.7	-1.1	2.0	-5.4	0.6
Cc1nn(-c2ccccc2)c(Cl)c1/C=C(/CC(=O)O)c1nc2ccccc2s1	2.4	-3.6	0.0	-6.9	-18.9	-0.1	-5.4	6.0	-3.8	-9.0
COc1ccc(N(CC(=O)Nc2ccc3c(c2)OCCO3)S(=O)(=O)c2cccc(C)c2)cc1	6.6	2.2	-1.3	0.4	-7.3	-0.2	-1.6	-2.5	4.3	-4.6
COC(=O)CNC(=O)CN(c1ccc(OC)cc1OC)S(=O)(=O)c1ccccc1	9.5	-3.4	-0.1	1.6	2.3	-0.2	3.7	-2.1	-3.4	5.2
CCn1cc([N+](=O)[O-])c(C(=O)N2N=C3/C(=C/c4cccs4)CCCC3C2c2cccs2)n1 (stereo not given)	-2.1	-0.1	-8.5	4.2	-2.8	-3.5	6.6	2.7	-0.5	-2.6
Cc1ccc(NC(=O)CN(C)C(=O)c2ccc(NS(=O)(=O)c3ccc4[nH]c(=O)[nH]c4c3)cc2)cc1	-7.8	0.1	7.2	-2.2	-2.6	-1.0	1.7	-2.8	-1.5	2.1
Cc1ccc(S(=O)(=O)N2[C@@H](c3ccc(Br)cc3)C(C(=O)O)=C[C@H]2C(C)(C)C)cc1	-1.5	-0.4	-7.4	-0.9	-2.1	0.0	0.5	-2.6	-2.2	-2.1
CCCS(=O)(=O)NC(=O)C1(C)CCCN(C(=O)c2cc(-c3ccccc3)cs2)C1 (stereo not given)	8.0	0.7	9.7	3.7	6.8	-0.1	-4.1	-3.8	-4.0	-12.9
NC(=O)NOCc1ncc(C(F)(F)F)cc1Cl	-2.8	-0.5	0.1	0.2	9.7	-0.3	-0.5	1.4	-2.6	-2.1
O=[N+]([O-])c1cc(Cl)ccc1NCCc1ccccn1	9.1	-9.2	-11.9	-1.5	-9.9	0.0	-16.4	3.0	-1.1	-0.2
O=C(Nc1ccc2c3c(cccc13)CC2)c1ccccc1	0.8	1.2	-7.9	8.4	-4.7	0.3	-3.7	1.4	2.9	-4.5
Cc1ccc(-n2ncc3c2CC(C)(C)CC3NC(=O)c2cc[n+]([O-])cc2)cc1 (stereo not given)	-3.4	-0.4	8.0	-1.5	4.7	-0.2	3.2	-4.4	-0.9	-7.6
O=C(Nc1ccc(N2CCN(C(=O)c3cccs3)CC2)cc1)c1ccc(F)cc1	-2.1	1.0	-7.2	3.6	1.9	0.1	-0.9	3.8	-2.2	1.3
CSc1nsc(SCC(=O)Nc2cccc(C(=O)O)c2)n1	-0.7	-1.3	-22.0	-1.6	0.1	0.5	-1.4	0.6	-0.2	-0.1
O=C(CSc1nnnn1C1CCCC1)N1CCCCC1	1.4	-1.4	-6.8	0.5	20.7	-0.3	4.7	2.0	-5.9	-5.2
COc1ccc(C(=O)O)cc1S(=O)(=O)N(CCc1ccccc1)Cc1ccccc1	-2.2	1.2	-5.5	-0.6	13.3	-0.3	4.2	5.2	-5.0	-0.2
CCNC(=S)N(CCN(CC)CC)Cc1cc2cc3c(cc2[nH]c1=O)OCCO3	5.1	-1.5	-10.4	-30.2	11.2	3.5	-1.2	8.7	-94.3	-47.1
CCCNC(=O)N1C[C@H](O)COC[C@H]2O[C@@H](CC(=O)N[C@@H]3CCN(Cc4ccccc4)C3)CC[C@@H]21	-7.2	1.9	-0.2	-0.2	9.9	4.2	0.3	-8.6	-2.8	-1.4
COc1ccc2c(c1)C(=O)N(c1ccc(C)cc1C)C(=O)C2	-2.7	13.7	15.5	-1.8	0.3	0.4	-3.1	-1.0	-0.2	0.6
Cc1cc(C)nc(NC(=O)C(C)N2C(=O)c3ccccc3C2=O)n1 (stereo not given)	-1.7	1.8	-0.5	0.6	3.6	0.4	4.1	-3.4	-3.2	1.4
CC(=O)OCCNC(=O)c1cc2ccccc2oc1=O	3.8	3.4	-7.7	-11.8	-5.5	-0.8	0.9	0.6	-21.7	-13.4
O=C(Nc1ccccc1)N1CCNCC1	-2.3	0.9	3.6	3.1	4.6	-0.1	-2.8	-1.1	-3.6	-4.0
COc1cc2c(cc1OC)CN(C(=O)Cc1c(F)cccc1Cl)CC2	6.5	0.7	6.9	-1.0	-1.1	0.8	0.4	0.1	-1.1	-1.3
COc1ccc(C(=O)NCC(=O)OCC(=O)c2ccccc2Br)cc1OC	2.8	1.6	0.3	-0.6	-4.6	0.0	-0.7	5.5	-2.9	1.6
COC(=O)c1nc2n(n1)C(c1ccc(OC)c(OC)c1OC)C1=C(CCCC1=O)N2 (stereo not given)	-3.7	-2.7	-4.5	1.6	11.3	4.3	-1.5	-8.7	0.0	3.4

Whole records as entered above.
Entry for `COc1ccc(C(=O)NCC(=O)OCC(=O)c2ccccc2Br)cc1OC` → DDE Tn6 FP inh = 2.8; UHRF1 MBD2 ctr = 1.6; ASAP1 inh = 0.3; PLCg1 inh = -0.6; ARFGAP1 inh = -4.6; KLK7 zymogen act = 0.0; MBD2 inh = -0.7; Tn7 DDE FP = 5.5; ADAM17 inh = -2.9; PLCb3 inh = 1.6
Entry for `COc1cc2c(cc1OC)CN(C(=O)Cc1c(F)cccc1Cl)CC2` → DDE Tn6 FP inh = 6.5; UHRF1 MBD2 ctr = 0.7; ASAP1 inh = 6.9; PLCg1 inh = -1.0; ARFGAP1 inh = -1.1; KLK7 zymogen act = 0.8; MBD2 inh = 0.4; Tn7 DDE FP = 0.1; ADAM17 inh = -1.1; PLCb3 inh = -1.3

Screening data from PubChem.

The order is random, and some 4.1% of all compounds hit somewhere here.
